JMJD2C inh – human JMJD2C demethylase inhibition; inhibition, % at 2.35 µM; GST-JMJD2C(1-420) H3K9me3 demethylation, DELFIA europium; Q9H3R0; AID 2099; actives 0.069% (n = 330,000);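 active means more than half of a compound's replicate wells show inhibition beyond 50%, single wells judged on their own value; inconclusive means some, but no more than half, of replicates pass 50% inhibition; inactive means no replicate passes 50% inhibition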;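 further: signal counts dimethyl H3K9 product captured on neutravidin plate; 0% = median of DMSO wells and 100% = 0.3 times that DMSO median; strong numbers were not always called active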
Target sequence (Q9H3R0 1-420 limits assumed): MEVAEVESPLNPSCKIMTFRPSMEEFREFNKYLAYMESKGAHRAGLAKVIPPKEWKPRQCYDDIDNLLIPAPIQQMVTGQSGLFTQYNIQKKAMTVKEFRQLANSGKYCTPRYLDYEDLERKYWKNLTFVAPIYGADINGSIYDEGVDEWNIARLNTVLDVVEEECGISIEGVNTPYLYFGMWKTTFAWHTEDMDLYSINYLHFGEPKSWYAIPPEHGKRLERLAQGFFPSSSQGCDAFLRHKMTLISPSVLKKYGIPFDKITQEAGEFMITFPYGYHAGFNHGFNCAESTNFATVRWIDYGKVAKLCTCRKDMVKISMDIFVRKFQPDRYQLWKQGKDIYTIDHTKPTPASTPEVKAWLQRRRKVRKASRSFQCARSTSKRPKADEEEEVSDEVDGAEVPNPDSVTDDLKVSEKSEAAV
Efflux pump inh – inhibitors of Candida antifungal efflux pumps expressed in yeast; S. cerevisiae Candida pump triplex, Nile Red efflux; actives 0.44% (n = 330,000); inhibition, % at 10 µM;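 active means plate passing quality check with inhibition over a set limit, or well fluorescence over plate mean plus 4 SD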;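 further: Nile Red retained in pooled yeast measured as flow cytometry median fluorescence; 0% = buffer negative control and 100% = Enniatin B positive control; higher means more Nile Red kept so more efflux inhibition; some compounds called inactive have numbers as strong as hits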
Numbers without * were called inactive; u = inconclusive; x = no result given. These rows are one share of the data (hit frequency here may not be typical).

The opening 5 records, ahead of the listing:
Every second line gives: JMJD2C inh, Efflux pump inh
[1] CCOC(=O)Cn1cnc([N+](=O)[O-])n1
 : u, x
[2] CCn1c(=O)c2cc(C(=O)N3CCCC3)sc2c2ccccc21
 : -5, x
[3] N#C/C(=C\Nc1ccc2cn[nH]c2c1)c1nc(-c2ccccc2)cs1
 : -46, x
[4] C=CCn1c(SCC(=O)Nc2ccccc2OC)nnc1-c1ccco1
 : -12, x
[5] CN=C1c2cc3cc(OC)ccc3n2CCN1Cc1ccccc1
 : -18, x

The list itself, from the start:
Every second line gives: JMJD2C inh, Efflux pump inh
[1] CCOC(=O)Cn1cnc([N+](=O)[O-])n1
 : u, x
[2] CCn1c(=O)c2cc(C(=O)N3CCCC3)sc2c2ccccc21
 : -5, x
[3] N#C/C(=C\Nc1ccc2cn[nH]c2c1)c1nc(-c2ccccc2)cs1
 : -46, x
[4] C=CCn1c(SCC(=O)Nc2ccccc2OC)nnc1-c1ccco1
 : -12, x
[5] CN=C1c2cc3cc(OC)ccc3n2CCN1Cc1ccccc1
 : -18, x
[6] CC1=NOC(=O)/C1=C\c1ccc(-c2ccc(Br)cc2)o1
 : -16, x
[7] Cc1cc(C(=O)CSc2nc3ccccc3c(=O)n2C)c(C)n1CC1CCCO1 (stereo not given)
 : 56, x
[8] COc1ccc2c(c1)-c1nc(/N=C/c3c(O)ccc4ccccc34)sc1CC2
 : 4, x
[9] COc1cccc(-n2nc(C#N)c(Cl)cc2=O)c1
 : -36, x
[10] Cc1nc2ncccn2c1-c1csc(Nc2ccc(N(C)C)cc2)n1
 : 5, x
[11] O=C1c2ccccc2C(=O)C12OC(c1ccccc1)C1(C(=O)c3ccccc3C1=O)C2c1cccc([N+](=O)[O-])c1 (stereo not given)
 : 2, x
[12] CC1=C(C(N)=O)C(c2ccccn2)n2nc(-c3ccccc3Cl)nc2N1 (stereo not given)
 : -6, x
[13] COc1cc2c(=O)nc3n(c2cc1OC)C(c1ccccc1)N=C(N)N3 (stereo not given)
 : -28, x
[14] Brc1ccc(COn2ccnc2)cc1
 : -1, x
[15] COc1cc(C2C(C(=O)c3ccc(C)o3)=C(O)C(=O)N2CCN2CCOCC2)ccc1OCCC(C)C (stereo not given)
 : 16, x
[16] N#Cc1c(N)n(CCOC(=O)c2ccc(Cl)cc2)c2nc3ccccc3nc12
 : 9, x
[17] CCCc1ccc2oc(C(=O)NCCN3CCCC(O)C3)c(C)c2c1 (stereo not given)
 : 1, x
[18] O=C(OCn1ncc(Cl)c(Cl)c1=O)c1ccc(C(F)(F)F)cc1
 : -20, x
[19] COc1cccc(CNc2ncnc3cc(Cl)ccc23)c1
 : -8, x
[20] CCCC(=O)Nc1cccc(NC(=O)CN2CCN(c3ccccc3OC)CC2)c1
 : -6, x

One compound at a time, from the list above. Order of values: JMJD2C inh	Efflux pump inh
COc1cccc(-n2nc(C#N)c(Cl)cc2=O)c1 reads -36	x
CC1=NOC(=O)/C1=C\c1ccc(-c2ccc(Br)cc2)o1 reads -16	x
COc1cccc(CNc2ncnc3cc(Cl)ccc23)c1 reads -8	x
C=CCn1c(SCC(=O)Nc2ccccc2OC)nnc1-c1ccco1 reads -12	x
Brc1ccc(COn2ccnc2)cc1 reads -1	x

2 entries picked at random from those above:
Every second line gives: JMJD2C inh, Efflux pump inh
[4] C=CCn1c(SCC(=O)Nc2ccccc2OC)nnc1-c1ccco1
 : -12, x
[3] N#C/C(=C\Nc1ccc2cn[nH]c2c1)c1nc(-c2ccccc2)cs1
 : -46, x

(list continues)
Every second line gives: JMJD2C inh, Efflux pump inh
[21] CC(C)CCn1cnc2c(c1=O)c1nc3ccccc3nc1n2Cc1ccc2c(c1)OCO2
 : -2, x
[22] COc1ccc(C(=O)n2nc(-c3ccco3)nc2N)cc1OC
 : -32, x
[23] CCc1ccccc1N(C(=O)c1snc(C(N)=O)c1N)C(C(=O)NCC1CCCO1)c1ccc(N(C)C)cc1 (stereo not given)
 : -7, x
[24] CCN(CC(=O)Nc1ccc(NC(C)=O)cc1)C(=O)Cc1ccc(Cl)c(Cl)c1
 : -23, x
[25] CCc1nnc(NC(=O)c2ccc(F)c(S(=O)(=O)N3CCCCC3)c2)s1
 : 10, x
[26] COc1ccc(C2C(C(=O)c3sc(C)nc3C)=C(O)C(=O)N2CCN2CCOCC2)cc1 (stereo not given)
 : -29, x
[27] CN1CCN(c2nc3c(c(=O)[nH]c(=O)n3C)n2CCOc2ccccc2)CC1
 : -2, x
[28] Nc1cccc2c1C(=O)N(C(=O)/C=C/c1cccc(Br)c1)C2=O
 : 0, x
[29] COc1ccc(-n2c(O)c(/C=C3\C=Nc4ccccc43)c(=O)[nH]c2=O)cc1
 : u, x
[30] COc1ccccc1CCNC(=O)C1CCC(=O)N(Cc2cccc(F)c2)C1 (stereo not given)
 : -2, x
[31] Cc1ccc2cc(CN(Cc3cccs3)Cc3nnnn3CC3CCCO3)c(=O)[nH]c2c1C (stereo not given)
 : 6, x
[32] CCn1cc(C2=NOC(C(=O)Nc3c(C)nn(Cc4ccc(F)cc4)c3C)C2)c(C)n1 (stereo not given)
 : -10, x
[33] Cc1ccc([N+](=O)[O-])cc1N=Nc1c(-c2ccc([N+](=O)[O-])cc2)[nH]n(C(N)=S)c1=O
 : -14, x
[34] CCOC(=O)C1CCN(C(=O)c2ccc(OC3CCN(C(=O)COC)CC3)cc2)CC1
 : -1, x
[35] COc1ccccc1-c1ocnc1C(=O)Nc1ccc(N2CCOCC2)cc1N1CCOCC1
 : -19, x
[36] C=CCn1c(=O)c2ccccc2n2c(SCC(=O)NC(C)C)nnc12
 : 0, x
[37] COc1ccc(N2CCN(c3nc4c(C)cccn4c(=O)c3C=C(C#N)C#N)CC2)cc1
 : 8, x
[38] COc1ccc(/C=C2\SC(=S)N(C(Cc3ccccc3)C(=O)O)C2=O)cc1 (stereo not given)
 : 4, x
[39] CC(C)CC(c1nnnn1CC1CCCO1)N1CCN(c2nc3ccccc3s2)CC1 (stereo not given)
 : 2, x
[40] Cc1cnn(-c2nc(-c3ccccc3)cc(-c3ccccc3)n2)c1
 : -29, x
[41] CN=c1scc(-c2ccco2)n1/N=C/c1ccc(O)c(O)c1
 : 7, x
[42] O=c1[nH]c(NC2CCN(S(=O)(=O)c3ccccc3C(F)(F)F)CC2)nc2c1CCCC2
 : -12, x
[43] C#CCOCCOCCOCCNc1nc(N2CCN(C(=O)[C@H]([C@@H](C)CC)n3cc([C@@H](N)CO)nn3)CC2)nc(N2CCN(C(=O)[C@H]([C@@H](C)CC)n3cc([C@@H](N)CO)nn3)CC2)n1
 : 0, x
[44] CN(Cc1cnccn1)C(=O)c1cc(COc2cccc(C(F)(F)F)c2)on1
 : 3, x
[45] Cc1nc(CCNC(=O)C2CCC(=O)N(Cc3ccc(Cl)cc3)C2)sc1C (stereo not given)
 : -8, x
[46] Cc1cc(N2CCN(C)CC2)nc2ccc(NC(=S)N3CCCCC3)cc12
 : -18, x
[47] CCOc1cc(-n2nc(C)c(C#N)c2N)nc(SC)n1
 : -21, x
[48] CC(C)C(=O)Nc1ccc(C(=O)N2CCN(C(=O)c3ccco3)CC2)cc1
 : 17, x
[49] C=CCn1cc(C(=O)NCc2ccc3c(c2)OCO3)c(=O)c2cc(S(=O)(=O)N(CC)CC)ccc21
 : 5, x
[50] COc1ccccc1NC(=O)C(=O)Nc1ccc2c(c1)N(C(=O)C1CC1)CCC2
 : 7, x
[51] COc1ccccc1NC(=O)CN1CCN(CC(=O)Nc2cc(C)ccc2OC)CC1
 : 10, x
[52] O=C(CSc1nnc2c(n1)[nH]c1ccccc12)Nc1ccc(S(=O)(=O)Nc2ncccn2)cc1
 : 4, x
[53] O=[N+]([O-])c1ccc(N/N=C/c2ccc(O)c(O)c2O)c(S(=O)(=O)N2CCOCC2)c1
 : 14, x
[54] CCNC(=O)[C@@H]1CCCN1C(=O)[C@H](CCCN=C(N)N)NC(=O)[C@H](CC(C)C)NC(=O)[C@@H](CC(C)C)NC(=O)[C@H](Cc1ccc(O)cc1)NC(=O)[C@H](CO)NC(=O)[C@H](Cc1c[nH]c2ccccc12)NC(=O)[C@H](Cc1cnc[nH]1)NC(=O)[C@@H]1CCC(=O)N1
 : -20, x
[55] NCCN1CCN(CCN)CC1
 : -9, x
[56] OC(COc1c(Br)cc(Br)cc1Br)CN1CCOCC1 (stereo not given)
 : -14, x
[57] CCN1CCN(C(c2ccc(OC)c(OC)c2)c2nnnn2C(C)(C)C)CC1 (stereo not given)
 : -15, x
[58] Cc1cc(C)c2nc(-c3ccco3)cc(C(=O)O)c2c1
 : 3, x
[59] CC(C)n1c(SCCCc2ccccc2)nc2c1c(=O)[nH]c(=O)n2C
 : 175, x
[60] CCCOC1CCCN(C(=O)c2cc(COc3cncc(Cl)c3)on2)C1 (stereo not given)
 : 4, x
[61] COc1ccc(OC)c(NC(=O)CSc2nnnn2C2CCCC2)c1
 : -5, x
[62] CCCCc1nc2ccccc2c(=O)n1NC(=O)c1c(O)c2c(n(CC(C)C)c1=O)CCCC2
 : 6, x
[63] O=S(=O)(CC(CN1CCCCC1)N1CCCCC1)c1ccc2ccccc2c1 (stereo not given)
 : -9, x
[64] Cc1cc(C)c(S(=O)(=O)N(C)CC(=O)NCC2CCCO2)c(C)c1 (stereo not given)
 : 7, x
[65] CC(=O)OC1CCC2(C)C(=CCC3C2CCC2(C)C3CC3OC4(CCC(C)CN4)C(C)C32)C1 (stereo not given)
 : -34, x
[66] NS(=O)(=O)c1ccc(CCNC(=O)c2cc(-c3cccs3)nc3ccccc23)cc1
 : -14, x
[67] CNc1nc2c(c(=O)[nH]c(=O)n2C)n1CCOC
 : u, x
[68] COc1cc(/C=C2\SC(=S)N(CC(=O)NC(C)(C)C)C2=O)cc(OC)c1OC
 : 1, x
[69] COC(=O)c1cc(NC(=O)c2ccccc2)c(=O)oc1/C=C/Nc1ccc(Oc2ccccc2)cc1
 : 18, x
[70] O=C(NCCc1ccccc1F)C1CC(O)CN1C(=O)Nc1ccccc1 (stereo not given)
 : 107, x
[71] C#CCNCCS(=O)(=O)N(Cc1ccc(Br)cc1)[C@@H](C)C(=O)O
 : x, -0.3
[72] Cc1ccc(S(=O)(=O)NCCNS(=O)(=O)c2ccccc2Br)cc1
 : x, 0.8
[73] CCOC(=O)C1=CNS(=O)(=O)NC1c1cccc(O)c1 (stereo not given)
 : x, 0.1
[74] COc1ccccc1C1CC(=O)Oc2cc(C)c(Br)c(C)c21 (stereo not given)
 : x, -0.2
[75] O=S1(=O)[C@H]2C[C@H](CO)O[C@@]2(CO)CN1Cc1ccc(-c2cccc(Cl)c2)cc1
 : x, -0.3
[76] COc1ccc(CNC(=O)C[C@H]2C[C@H](C(=O)N3CCCCC3)[C@@]3(C)c4[nH]c5ccc(Cl)cc5c4CCN3C2=O)cc1OC
 : x, 0.0
[77] COc1ccc(C2CC(c3cccc(Br)c3)=NN2c2ccc(S(N)(=O)=O)cc2)cc1 (stereo not given)
 : x, 0.1
[78] O=C(N[C@H]1/C=C\[C@@H](O)CCCC1)OCc1ccccc1
 : x, -0.1
[79] C[C@@H](c1ccccc1)N1C[C@H]2CCCN2c2cc(Br)ccc2S1(=O)=O
 : x, -0.1
[80] CCOC(=O)C1=CN(Cc2cccc(-c3ccc(Cl)nc3)c2)S(=O)(=O)N(C)C1C (stereo not given)
 : x, -0.1
[81] COCCCNC(=O)C[C@H]1C[C@H](C(=O)N2CCCCC2)[C@@]2(CCc3ccccc3)c3[nH]c4ccc(Cl)cc4c3CCN2C1=O
 : x, 0.0
[82] CC(C)N(C(=O)[C@H]1C[C@H](CC(=O)NCCN2CCOCC2)C(=O)N2CCc3c([nH]c4cc(-c5ccco5)ccc34)[C@]12C)C(C)C
 : x, 0.3
[83] CCOC(=O)C1=CNS(=O)(=O)NC1c1ccc(C(=O)OC)cc1 (stereo not given)
 : x, 0.1

Individual results from the entries so far:
no. 48 in JMJD2C inh has 17
no. 6 in JMJD2C inh has -16
no. 3 in JMJD2C inh has -46

Bioassay records as filed in PubChem BioAssay.
